CCT modulator: modulators of cytosolic chaperonin (CCT/TRiC) activity; activity change, % (concentration not given with the values), hits read low; purified chaperonin ATPase assay, HTRF ADP detection, 30 min; 360,000 compounds, 0.3% hits; AID 651819; in the data active = activity change below about -30%; note: % is set by controls: 0 for no effect and ±100 for the full control effect
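Nucleotide hydrolysis assay: TRiC at 20–40 nM final (set by batch activity) with 10 uM ATP, 30 min at 37 °C, in presence of 76 uM compound. Detection by competitive ADP HTRF, 30 min ambient.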
HepG2 viability: HepG2 cytotoxicity, counter-screen for TGF-b inhibitors | Potency, µM (top dose mostly 46.1 µM), for inactives: at the top dose activity change, negative = cytotoxicity, hits mostly cytotoxic | HepG2 CAGA-GFP viability, ATP luminescence, 18 h | 410,000 compounds, 0.76% hits | AID 588856; note: potency is the fitted concentration of half-maximal effect; some results filed as inactive show a strong effect at the top dose
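HepG2 CAGA-GFP cells (1000/well, DMEM with 1% FBS) received compound, then TGF-beta at 500 pg/mL final, and were incubated 18 hours at 37 degrees C. Viability was read by CellTiter-Glo luminescence. Media-only wells were set as complete cell-killing and DMSO as no toxicity.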
TGFb SMAD3 inh: TGF-b pathway inhibition; HepG2 CAGA-GFP TGF-b/SMAD3 reporter, GFP fluorescence, 18 h; TGF-beta stimulated, 500 pg/mL final; Potency, µM (titrated, usually from 46.1 µM), without a hit: at the highest dose activity, negative = inhibition, hits mostly inhibitors; 410,000 compounds, 1.2% hits; AID 588855; note: potency is the fitted concentration of half-maximal effect; % is set by controls: 0 for no effect and ±100 for the full control effect; nearly all actives have a fitted effect of over 65% in size
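HEPG2 CAGA-GFP reporter cells (1000/well, DMEM with 1% FBS) received compounds, then recombinant TGF-beta at 500 pg/mL final for 18 hours at 37 degrees C. Per-cell GFP summed per well was normalised to unstimulated and stimulated DMSO controls before curve fitting.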
Nrf2 inh: inhibitors of Nrf2 signaling. 360,000 compounds, 2.1% hits. AID 504444. A549 ARE-Fluc reporter, luciferase luminescence, 18-24 h. Potency, µM (titrated, usually from 46 µM), for the others: top-dose activity change, negative = inhibition, usual class: inhibitors; note: potency is the fitted concentration of half-maximal effect; % is set by controls: 0 for no effect and ±100 for the full control effect; nearly all actives have a fitted effect of over 60% in size
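A549 ARE_Fluc cells, 5000/well, 5% FBS OPTI-MEM; compounds in dose-response, 18-24 h at 37 °C/5% CO2; CellTiter-Fluor viability read (Ex 405/Em 525), then BugLite luciferase luminescence = Nrf2 activity.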
pAkt inh: inhibitors of Akt phosphorylation; Neuro2A IGF-stimulated pAkt S473 HTRF, 20 min; active compounds read low; activity change, % for hits at 50 µM; 360,000 compounds, 0.32% hits; AID 651550; in the data active = activity change below about -80%; inconclusive = mostly about -51% to -80%; note: % is set by controls: 0 for no effect and ±100 for the full control effect
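Neuro2A cells (4,500/well, DMEM with 0.5% FBS) were treated with compound at a single 50 µM final concentration, stimulated with 6 nM IGF for 20 min at 37 °C, and lysed. Phospho-Akt Ser473 was read by HTRF as 665/615 ratio ×10^4.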
Mm-Cpn inhibitor: blocks the Methanococcus maripaludis chaperonin Mm-Cpn; purified Mm-Cpn ATPase, ADP Transcreener TR-FRET; Potency, µM (series often up to 76.9 µM), without a hit: top-dose activity, negative = inhibition, hits mostly inhibitors; 330,000 compounds, 0.031% hits; AID 504842; note: potency is the fitted concentration of half-maximal effect; % is set by controls: 0 for no effect and ±100 for the full control effect; nearly all actives have a fitted effect of over 80% in size
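ATP (10 uM final) was added to archaeal chaperonin (25 nM final) after 10 min exposure to test compound at 37°C; after 30 min further incubation, ADP was detected by competitive TR-FRET.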
Nrf2 ARE act: Nrf2 pathway activation; AID 624171; AREc32 ARE-luciferase reporter (MCF7-derived line), luminescence, 24 h; 410,000 compounds, 0.31% hits; Potency, µM (top dose mostly 46.1 µM), for the others: at the top dose activation, actives largely listed as activators; note: potency is the fitted concentration of half-maximal effect; % of control where 0% means no effect; nearly all actives have a fitted effect of over 65% in size
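Cells of the AREc32 ARE-luciferase line are plated in OPTI-MEM containing 5% FBS and left overnight at 37 deg C. Compounds are pinned in, incubation continues 24 hr, and firefly luciferase signal is then measured.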
A549 viability: kills or reduces viability of A549 cells in Nrf2 counter-screen | A549 ARE-Fluc cells, CellTiter-Fluor viability, 18-24 h | Potency, µM (doses to about 46 µM), for inactives: at the top dose activity change, negative = cytotoxicity, usual class: inhibitors | 390,000 compounds, 0.16% hits; note: potency is the fitted concentration of half-maximal effect; % is set by controls: 0 for no effect and ±100 for the full control effect
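A549 ARE_Fluc cells in 5% FBS OPTI-MEM were exposed to compounds in concentration-response for 18-24 h at 37 deg C. Viability was read by CellTiter-Fluor fluorescence (Ex 405/Em 525) after 30 min, before the luciferase read.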
S2 tox: viability counter-screen for ATXN expression inhibitors | Potency, µM (doses to about 56.7 µM), most hits filed as cytotoxic | 400,000 compounds, 0.49% hits | S2 cells (HEK-293 line with an ATXN2-luciferase reporter) viability, CellTiter-Fluor protease fluorescence, 24 h; note: potency is the fitted concentration of half-maximal effect; nearly all actives have a fitted effect of over 40% in size
Numbers without * were called inactive; i = inactive; u = inconclusive; x = not tested or not shown; ! = a repeat was not active; [ ] = remark or other dose. Unless noted, calls come from the whole dose curve; as a rule, active = well fitted curve in the direction sought with a large enough effect; inconclusive = small, poorly fitted or top-dose-only effect, or another doubt; inactive = no such curve, though single readings can be large; an effect the other way counts as inactive or inconclusive.

Screens in order – TGFb SMAD3 inh	Nrf2 ARE act	A549 viability	HepG2 viability	Mm-Cpn inhibitor	CCT modulator	S2 tox	pAkt inh	Nrf2 inh
1: COc1ccc2nc(NC(=O)CN3CCN(C)CC3)sc2c1
  11.8%	0.4%	-0.9%	-18.0%	-1.1%	0.2	i	i	9.0%
2: Cc1ccc2c(CNC3CCCC3)c(C(=O)O)n(Cc3ccc(F)cc3)c2c1
  u	6.4%	u	-29.3%	x	x	i	x	u
3: COC(=O)c1ccc(-c2cc(C(=O)O)c3cc4c(cc3n2)OCCO4)cc1
  3.7%	0.4%	-2.0%	32.8%	0.7%	-2.8	i	i	x
4: Cc1cc(NC(=O)c2cnn3cccnc23)no1
  -3.3%	-0.4%	10.1%	11.4%	-1.3%	1.2	i	i	u
5: Cc1cc2c(cc1C)N[C@]1(C[C@H]3CCCC(=O)N4CC[C@@H](C1)[C@@H]34)C(=NC(C)(C)CC(C)(C)C)N2
  u	4.5%	-15.7%	10µM*!	x	-1.3	u	i	2.4%
6: O=C(/C=C/c1ccc2c(c1)OCO2)NCCSCc1c(Cl)cccc1Cl
  u	-0.9%	-1.7%	-4.4%	-3.4%	-1.5	i	i	-10.6%
7: CC1(C(=O)NCc2ccccc2)CCC(=O)N1CCCn1ccnc1 (configuration not stated)
  4.9%	0.1%	x	22.9%	x	1.2	i	i	x
8: CC(C)c1nc(Cl)c(C#N)c2c1CCCC2
  10.3%	0.1%	7.9%	-0.8%	-1.6%	3.3	i	i	7.2%
9: Cn1nc([N+](=O)[O-])nc1Oc1ccccc1
  4.9%	-0.9%	-0.9%	-7.0%	0.0%	1.8	i	i	x
10: Cc1cccc(OCCC(=O)NCC(=O)Nc2c(C)cccc2C)c1
  0.0%	0.9%	1.7%	13.6%	-3.6%	1.0	i	i	-17.0%
11: CCOc1cc(/C=N/NC(=O)c2c(-c3ccccc3)noc2C)ccc1O
  -1.0%	-0.2%	0.5%	-5.7%	0.3%	-1.8	i	i	11.3%
12: COc1ccccc1NC(=O)Cc1ccsc1
  -2.1%	0.4%	7.0%	1.4%	0.6%	-3.7	i	i	-6.7%
13: COc1ccc2c(c1OC)C(=O)OC2Nc1nc(-c2cccc([N+](=O)[O-])c2)cs1 (configuration not stated)
  -11.5%	-0.6%	3.6%	4.6%	0.3%	-4.7	i	i	-4.5%
14: CCN(C(=O)COc1ccccc1C(=O)NCc1ccccc1)C1CCS(=O)(=O)C1 (configuration not stated)
  0.0%	-0.4%	1.4%	-7.6%	0.5%	-1.9	i	i	-0.5%
15: Cc1cccc(C(C)C)c1NC(=O)c1ccc(CN(c2ccccc2)S(=O)(=O)c2ccccc2)cc1
  -12.0%	-0.5%	4.7%	1.4%	-0.7%	0.6	i	i	-12.2%
16: Cc1ccsc1/C=N/Nc1nc(Cl)c(Cl)cc1Cl
  -1.2%	u	0.0%[1.84 µM]	-10.1%	u	-1.1	i	i	u
17: Cc1ccc(SCC(=O)Nc2nnc(C(C)(C)C)s2)cc1
  0.2%	-1.0%	0.7%	-25.6%	1.4%	-5.4	i	i	1.2%
18: O=c1[nH]c2ccccc2nc1-c1cccs1
  10.0%	11.4%	-9.8%	-18.7%	-6.4%	-0.2	i	i	u
19: COc1ccccc1N1CCN(C(c2ccccc2Cl)c2nnnn2C(C)(C)C)CC1 (configuration not stated)
  -16.5%	-0.6%	u	4.0%	x	-2.5	i	i	x
20: CCc1ccc(NC(=O)/C(C#N)=C/c2cn(CC(=O)O)c3ccccc23)cc1
  -1.9%	-0.4%	-26.8%	-2.5%	1.3%	-3.1	i	i	1.0%
21: COc1cc(OC)cc(C(=O)NC(C(=O)NCCN(C)C)C23CC4CC(CC(C4)C2)C3)c1 (configuration not stated)
  0.0%	0.7%	-0.8%	-32.8%	0.5%	1.0	i	i	15.2%
22: Cn1c(=O)c2cn(-c3cccc4ccccc34)cc2n(C)c1=O
  -13.6%	5.6%	1.5%	-21.8%	-1.3%	1.4	i	i	-5.5%
23: CC(=O)NC(Cc1ccc(F)cc1)C(=O)NC1CCN(S(=O)(=O)c2ccccc2)CC1 (configuration not stated)
  -5.3%	2.3%	8.3%	-0.2%	-7.8%	-4.2	i	i	-11.6%
24: CCc1noc(C)c1C(=O)OC(C)C(=O)NCc1ccc(OC)cc1 (configuration not stated)
  -0.4%	-0.8%	3.9%	-8.5%	-3.6%	2.7	i	i	8.1%
25: COc1cccc(CNC(=O)c2ccc(CSc3nc4ccncc4n3Cc3cccc(C)c3)cc2)c1
  -51.7%	4.5%	-11.3%	-18.7%	x	x	u	x	u
26: O=C1COc2ccc(S(=O)(=O)N3CCN(c4cccc(C(F)(F)F)c4)CC3)cc2N1
  u	0.1%	1.7%	-27.3%	-0.8%	0.8	i	i	2.7%
27: Cc1ccc(S(=O)(=O)N2CCN(C)CC2)cc1C(=O)NC1CCCCC1
  -15.0%	0.2%	8.4%	-19.1%	-0.2%	-3.3	i	i	-16.6%
28: CCc1ccc2c(c1)c(=O)c(C(=O)c1ccccc1)cn2CC(=O)Nc1ccc(C)c(Cl)c1
  -1.1%	-0.5%	6.2%	2.5%	x	x	i	x	10.6%
29: Cc1onc(-c2ccccc2)c1C(=O)NC(=S)NNC(=O)c1ccc(O)cc1O
  -5.0%	-0.2%	-14.0%	5.6%	0.4%	-3.2	u	i	7.31µM*
30: CCOc1ccccc1NC(=O)c1cn(C2CCCCC2)c(=O)c2c1c1ccccc1n2C
  -19.9%	-0.3%	5.1%	-8.6%	x	x	x	x	-2.5%
31: O=C(Nc1ccc(S(=O)(=O)Nc2nccs2)cc1)/C(=C/c1ccccc1Cl)NC(=O)c1ccccc1
  0.0%	0.3%	-10.7%	1.4%	-1.2%	1.5	i	i	16.5%
32: CCOC(=O)N/N=C\c1ccccc1OC/C=C/c1ccccc1
  -4.6%	0.3%	-1.7%	-6.3%	1.4%	-3.5	i	i	7.4%
33: Cc1onc(-c2ccccc2)c1CNS(=O)(=O)c1cccc(Cl)c1
  -7.2%	0.1%	-0.3%	1.3%	1.6%	0.7	i	i	-1.2%
34: Cc1n[nH]c(C)c1NC(=O)CSc1nnnn1-c1cccc(F)c1
  -0.8%	-0.2%	0.6%	-1.3%	-13.0%	-0.6	i	i	14.8%
35: CSc1ccccc1C(=O)Nc1ccccc1C(=O)NC(C)C
  0.2%	2.3%	0.5%	3.8%	1.2%	-5.1	i	i	-18.4%
36: CCOc1ccc(OCCCCNC(C)(C)C)cc1
  1.5%	0.0%	2.8%	-7.6%	-2.7%	-1.8	i	i	-2.7%
37: CC(NC(=O)CNC(=O)C1O[C@@H]2OC(C)(C)O[C@@H]2[C@H]2OC(C)(C)O[C@@H]12)C(=O)O (some centres not stated)
  -2.7%	0.1%	4.0%	6.6%	3.2%	-1.6	i	i	2.4%
38: Cc1ccc(CNC(=O)C2CCC(=O)N2Cc2ccc(F)cc2)cc1 (configuration not stated)
  6.1%	-0.1%	-1.0%	1.4%	0.3%	0.2	i	i	-21.2%
39: CC(C)C[C@H](NC(=O)[C@@H](Cc1ccccc1)n1c(=O)[nH]c2ccccc2c1=O)C(=O)N[C@@H](Cc1ccccc1)C(=O)O
  7.0%	-0.1%	6.6%	1.1%	0.7%	-2.3	i	i	-1.1%
40: Cc1ccc(-c2cc(NC(=O)COc3ccc(Cl)c(C)c3)on2)cc1
  9.2%	0.2%	3.0%	-3.3%	x	x	i	x	2.2%

Retrieved one by one from above, 2 records:
Screens in order – TGFb SMAD3 inh	Nrf2 ARE act	A549 viability	HepG2 viability	Mm-Cpn inhibitor	CCT modulator	S2 tox	pAkt inh	Nrf2 inh
32: CCOC(=O)N/N=C\c1ccccc1OC/C=C/c1ccccc1
  -4.6%	0.3%	-1.7%	-6.3%	1.4%	-3.5	i	i	7.4%
33: Cc1onc(-c2ccccc2)c1CNS(=O)(=O)c1cccc(Cl)c1
  -7.2%	0.1%	-0.3%	1.3%	1.6%	0.7	i	i	-1.2%

Next part.
Screens in order – TGFb SMAD3 inh	Nrf2 ARE act	A549 viability	HepG2 viability	Mm-Cpn inhibitor	CCT modulator	S2 tox	pAkt inh	Nrf2 inh
41: C[C@@]12C(=O)N(Cc3ccc(Cl)cc3)CC(=O)N1[C@H]1c3ccccc3OC[C@@H]1[C@@H]2c1ccccc1
  -26.1%	0.2%	4.5%	-26.7%	-3.2%	-0.6	i	i	-10.9%
42: O=C(Cn1nc(-c2ccccc2)ccc1=O)NCc1ccc(F)cc1
  5.9%	1.3%	5.7%	-38.0%	0.1%	-2.2	i	i	u
43: COc1ccc(OC)c(NC(=O)N2CCCc3ccccc32)c1
  -1.8%	0.3%	7.2%	2.7%	-6.8%	-0.5	i	i	-17.8%
44: Cc1nn(C)c(C(=O)N/N=C/c2ccccc2)c1[N+](=O)[O-]
  -3.2%	0.4%	0.1%	5.3%	0.2%	-2.5	i	i	-7.3%
45: Cc1cc(-c2ccc(S(=O)(=O)NCc3ccccc3Cl)s2)on1
  -39.2%	1.7%	-2.1%	-36.5%	x	x	x	x	-27.1%
46: CCc1occc(=O)c1Oc1cc(NN2CCCCC2)c([N+](=O)[O-])cc1[N+](=O)[O-]
  1.3%	11.5%	-19.9%	-1.3%	3.5%	0.3	u	i	u
47: COC(=O)c1ccc2c(c1)S(=O)(=O)NC(=NCc1ccco1)S2
  2.3%	5.0%	0.7%	3.9%	-2.3%	-3.5	i	i	-3.4%
48: CNC(=O)NC1CCCc2ccccc21 (configuration not stated)
  0.0%	0.0%	x	-0.6%	0.4%	-2.7	i	i	-4.5%
49: C=CCc1cccc2cc(C(=O)Nc3ccc(S(=O)(=O)Nc4nnc(CC)s4)cc3)c(=O)oc12
  -3.0%	0.3%	-6.5%	1.0%	-0.1%	-1.6	i	i	-8.2%
50: N#CCN1CCC2(O)CCCCC2C1c1ccc2c(c1)OCO2 (configuration not stated)
  29.3%	0.3%	2.4%	22.2%	0.1%	-0.3	i	i	5.2%
